KDM5B inhibitor: blocks human KDM5B histone demethylase activity; Potency, µM (highest dose often 57.7 µM), for inactives: top-dose activity change, negative = inhibition, actives largely listed as inhibitors; Q9UGL1; KDM5B demethylase, FDH-coupled NADH fluorescence (FDH is formaldehyde dehydrogenase); 220,000 tested, 2.6% active; AID 1347165; active = well fitted inhibition curve with a large enough effect; inconclusive = small, poorly fitted or top-dose-only effect; inactive = no such curve, though single readings can be large or run the other way; note: 0% is about no effect; nearly all actives have a fitted effect of over 70% in size
Target sequence (Q9UGL1 whole entry, looked up): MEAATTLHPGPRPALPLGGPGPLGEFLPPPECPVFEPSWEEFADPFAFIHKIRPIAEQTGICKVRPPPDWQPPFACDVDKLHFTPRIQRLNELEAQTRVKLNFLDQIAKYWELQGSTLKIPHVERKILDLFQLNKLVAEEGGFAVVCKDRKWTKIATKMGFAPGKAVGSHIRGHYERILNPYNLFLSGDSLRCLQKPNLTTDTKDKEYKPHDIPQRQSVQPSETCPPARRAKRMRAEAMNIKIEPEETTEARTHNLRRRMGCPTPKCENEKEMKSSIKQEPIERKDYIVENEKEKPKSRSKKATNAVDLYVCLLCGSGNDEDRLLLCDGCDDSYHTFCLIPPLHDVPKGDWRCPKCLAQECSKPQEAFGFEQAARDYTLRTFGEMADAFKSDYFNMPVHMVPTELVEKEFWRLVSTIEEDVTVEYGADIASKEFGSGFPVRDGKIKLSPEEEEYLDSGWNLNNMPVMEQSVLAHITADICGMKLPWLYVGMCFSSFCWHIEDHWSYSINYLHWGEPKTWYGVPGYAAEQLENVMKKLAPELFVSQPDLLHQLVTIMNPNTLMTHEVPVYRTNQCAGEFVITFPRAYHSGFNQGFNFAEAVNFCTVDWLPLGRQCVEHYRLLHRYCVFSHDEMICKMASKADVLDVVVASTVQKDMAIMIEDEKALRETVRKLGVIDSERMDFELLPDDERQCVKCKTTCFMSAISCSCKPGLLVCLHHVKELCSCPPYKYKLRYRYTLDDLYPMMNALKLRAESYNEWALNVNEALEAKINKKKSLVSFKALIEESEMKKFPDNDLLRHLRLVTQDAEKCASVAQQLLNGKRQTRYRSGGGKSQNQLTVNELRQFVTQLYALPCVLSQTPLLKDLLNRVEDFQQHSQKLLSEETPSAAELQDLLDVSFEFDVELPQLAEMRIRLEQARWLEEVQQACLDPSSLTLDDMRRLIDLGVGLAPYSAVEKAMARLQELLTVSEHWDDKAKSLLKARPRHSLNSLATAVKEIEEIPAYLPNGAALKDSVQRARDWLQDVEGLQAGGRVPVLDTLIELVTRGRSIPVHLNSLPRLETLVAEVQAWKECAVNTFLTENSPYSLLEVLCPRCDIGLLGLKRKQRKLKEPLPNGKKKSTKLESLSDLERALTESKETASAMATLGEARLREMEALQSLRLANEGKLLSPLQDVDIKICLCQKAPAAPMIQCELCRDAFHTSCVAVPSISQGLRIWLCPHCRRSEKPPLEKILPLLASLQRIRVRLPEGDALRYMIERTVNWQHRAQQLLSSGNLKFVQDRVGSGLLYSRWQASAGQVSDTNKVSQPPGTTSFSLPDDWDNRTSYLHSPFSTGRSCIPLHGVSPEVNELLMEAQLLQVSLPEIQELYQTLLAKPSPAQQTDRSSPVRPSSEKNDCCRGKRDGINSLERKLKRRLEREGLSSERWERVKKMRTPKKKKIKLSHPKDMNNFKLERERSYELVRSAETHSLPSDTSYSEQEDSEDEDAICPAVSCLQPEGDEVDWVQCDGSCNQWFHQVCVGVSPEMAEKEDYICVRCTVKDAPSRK
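Here, H3K4me3 peptide (12.5 µM in substrate mix) is demethylated by KDM5BΔAP, 200 nM final, after 10 min compound exposure. Formaldehyde product is coupled through FDH (0.25 U/mL in mix) to NADH fluorescence; 30-min ΔRFU feeds dose-response curves.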
An asterisk follows results filed as active; ? = inconclusive; & = joins results of further samples; [ ] = another dose, or the depositor's remark. Potency is the fitted concentration of half-maximal effect. Some of the compounds tested. The share of hits here may be higher or lower than overall.

item	molecule	KDM5B inhibitor
1	CCC1CN(C(=O)N2CCC(C(=O)NCc3ccc(N(C)C)cc3)CC2)c2ccccc2O1 (centres undefined)	-5.1%
2	Cc1ccc(C(=O)N2C[C@@H]3CCCN4CCC[C@@H]([C@H]34)[C@H]2CCCC(=O)Nc2ccccc2)cc1	4.1%
3	Cc1cc(C(=O)Cn2c(Cl)nc3c2c(=O)n(C)c(=O)n3C)c(C)n1C1CC1	12.6%
4	O=C1c2oc3ccccc3c(=O)c2C(c2ccccc2)N1Cc1ccc2c(c1)OCO2 (centres undefined)	-19.3%
5	COc1cccc(C(=O)N2CCCCCC2c2nnc(C)o2)c1 (centres undefined)	-7.9%
6	CCN1CCN(c2ncnc3c2cnn3-c2ccc(C)c(C)c2)CC1	-2.6%
7	Cc1cc(C)c(NC(=O)CSc2nnc3[nH]c(=O)cc(C)n23)c(C)c1	-29.8%
8	CCOC(=O)c1ccc(NC(=O)N2Cc3[nH]cnc3C[C@H]2c2nc(-c3ccc4c(c3)OCO4)no2)cc1	?

Continued.
item	molecule	KDM5B inhibitor
9	COc1ccc(C2Cn3nnc(C(=O)N4CCC(C(=O)NCc5ccccc5)CC4)c3CO2)cc1 (centres undefined)	19.0%
10	O=C(NCCc1ccc(Cl)cc1)c1cc2c(s1)-c1ccccc1OC2	?
11	NC(=O)[C@@H]1C[C@H](Oc2cccnc2)CN1S(=O)(=O)c1ccccc1	26.0%
12	Cn1c(CNC(=O)CCC[C@@H]2[C@H]3CCCN4CCC[C@@H](CN2Cc2ccccc2)[C@@H]34)nc2ccccc21	-12.6%
13	COc1ccc(NC(=O)c2ccc3c(=O)n4nc(Nc5cc(C)ccc5C)sc4nc3c2)cc1	3.3%
14	CC(=O)N1CCCC1c1nc2ccccc2n1Cc1cccc(Cl)c1 (centres undefined)	-11.4%
15	Cc1cccc(=O)n1CCC(=O)N1CCCC2(CCC(=O)N(C3CC3)C2)C1 (centres undefined)	12.0%
16	CCCNC(=O)CSc1nc(-c2ccc(OC)cc2)cc(C(F)(F)F)n1	?

Continued:
item	molecule	KDM5B inhibitor
17	COc1cc(C)ccc1OCC(=O)c1ccc2c(c1)N(CCCC(=O)NCC1CC1)C(=O)CO2	3.7%
18	Cc1cc(=O)n(CC(=O)Nc2ccccc2)c(-c2ccccc2)n1	24.0%
19	CCc1ccc(C(=O)N2CCCN(c3nnc4ccccn34)CC2)cc1	25.1µM*
20	O=C1NCCCN1C1CCN(Cc2cccc(C(F)(F)F)c2)CC1	-1.1%[86.2 µM]
21	COc1ccc(C(=O)OCC(=O)NCc2ccco2)c(OC)c1	9.2%
22	Cc1cc(N2CCCCC2)nc(Nc2ccc(NC(=O)Nc3ccccc3)cc2)n1	-29.1%
23	CN1CCC(NC(=O)c2n[nH]c3c2CN(C(=O)c2ccccc2Br)CC3)CC1	-14.0%
24	Cc1nc2ccc(C(=O)N3CCCn4nc(CO)cc4C3)cc2o1	53.4%[activator]

Four of the compounds above, field by field.
7	Cc1cc(C)c(NC(=O)CSc2nnc3[nH]c(=O)cc(C)n23)c(C)c1
  KDM5B inhibitor: -29.8%
21	COc1ccc(C(=O)OCC(=O)NCc2ccco2)c(OC)c1
  KDM5B inhibitor: 9.2%
19	CCc1ccc(C(=O)N2CCCN(c3nnc4ccccn34)CC2)cc1
  KDM5B inhibitor: 25.1µM*
14	CC(=O)N1CCCC1c1nc2ccccc2n1Cc1cccc(Cl)c1 (centres undefined)
  KDM5B inhibitor: -11.4%

The results go on.
item	molecule	KDM5B inhibitor
25	O=C(CCSCc1cccc(F)c1)NCCc1ccccc1	-18.4%
26	CCO[C@H]1CN(C(=O)c2cccnc2SCCc2ccccc2)C[C@@H]1O	0.8%
27	Cc1ccc(C(=O)N2CCC(Cc3nc(-c4ccc(F)cc4)no3)CC2)cn1	-2.1%
28	O=c1nc(-c2ccccc2)nc(-c2ccccc2)[nH]1	-0.4%
29	CCc1csc(CNC(=O)c2ccc(N3C[C@@H](C)O[C@@H](C)C3)nc2)n1	?
30	CCCOc1cc(C)c2c(c1C)C[C@H]([C@H](C)C(=O)NCCN1CCOCC1)CC2	-31.4%[86.2 µM]
31	Cc1cc(C)cc(NC(=O)CSc2ccc(Cl)cc2)c1	-8.2%
32	O=C(c1cnc(N2CCCCC2)c2ccccc12)N1CCN(c2cccc(Cl)c2)CC1	?

Going on with the list:
item	molecule	KDM5B inhibitor
33	O=C1NCCN1C1CCN(Cc2ccc(C(F)(F)F)cc2)CC1	32.6%[149 µM]
34	CCN1C(=O)CCC2(C(=O)NCCc3c[nH]c4ccc(OC)cc34)CCCC=C12 (centres undefined)	-0.1%
35	COc1cccc(S(=O)(=O)N2CC(n3cc(C(=O)NCc4ccncc4)nn3)C2)c1	-5.8%
36	Cc1cc(C)cc(-c2nnc(SCC(=O)N3CCCC3)o2)c1	3.0%
37	Cc1ccc(-n2ccnc(NCCc3ccc(S(N)(=O)=O)cc3)c2=O)c(C)c1	-24.7%
38	Cc1ccc(CSc2ccc3nnc(CCNS(=O)(=O)c4ccc(C)cc4)n3n2)cc1	-28.8%
39	Cc1ccc(Cl)cc1N1CCN(C(=O)c2cnn(-c3ccc(Cl)cc3)c2C2CCNCC2)CC1	?
40	CCC(=O)Nc1nnc2n1CCS2	?

Going on with the list.
item	molecule	KDM5B inhibitor
41	O=C(Nc1nc2ccccc2s1)c1ccc(S(=O)(=O)N2CCCC2)cc1	?
42	O=C1CC2CCCC(C1)N2C(=O)c1ccncc1	3.7%[86.2 µM]
43	CSC1=N/C(=C\c2ccc(OCC(=O)O)cc2)C(=O)S1	-11.6%
44	Cc1ccc2c(c1)N(CC(=O)NCCc1ccccc1)C(=O)CO2	-25.2%
45	O=C(NCc1ccc(F)cc1)c1cccc(N2CCCS2(=O)=O)c1	8.0%
46	CCOC(=O)c1ccc(NC(=O)N2Cc3[nH]cnc3C[C@H]2c2nc(-c3ccc(OC(F)(F)F)cc3)no2)cc1	-14.0%
47	O=C(Cc1n[nH]c(=O)c2ccccc12)OCc1nc(-c2ccc(Cl)cc2)no1	-21.4%
48	Cc1[nH]c2ccccc2c1-c1csc(NC(=O)C2CCOCC2)n1	-2.5%

Later entries.
item	molecule	KDM5B inhibitor
49	O=C(O)c1ccccc1C(=O)Nc1ccc(-n2nccc2C(F)(F)F)cc1	13.5%
50	Cn1cccc1C1CCCN1Cc1nnc(-c2ccccc2)o1 (centres undefined)	-25.2%
51	CCOc1cc2sc(N3CCC(C(=O)Nc4ccc(C)cc4C)CC3)nc2cc1Br	5.1%
52	Cn1cc(-c2ccncc2)cc1C(=O)NCc1ccc(Cl)cc1	?
53	CCOC(=O)c1nc2ccccc2nc1N1CCN(c2ccc(Cl)cc2)CC1	-13.6%
54	COc1ccc(NC(=O)CNC(=O)Cn2c(C)cc3ccccc3c2=O)c(OC)c1	?
55	COCCN1CCC(CN(CC2CCCO2)C(=O)c2cccc(C#CC(C)(C)O)c2)CC1 (centres undefined)	-6.4%
56	CN1CCC(Oc2ncccc2C(=O)O)CC1	-45.0%

More entries
item	molecule	KDM5B inhibitor
57	CCOC(=O)C1=C(CS(=O)(=O)c2ccc(C)c(C)c2)NC(=O)NC1c1ccc(O)cc1 (centres undefined)	2.5%
58	COc1cc(Cl)ccc1C(=O)NCc1c(C)ncc2c1CCNC2	?
59	O=C(C1CCCCC1)N1CC2CC(C1)[C@H]1CCCC(=O)N1C2 (some centres undefined)	6.1%
60	COCc1nc(C2CCCN(C(=O)c3ccc(C)s3)C2)no1 (centres undefined)	7.3%
61	COc1cccc(OC)c1C(=O)Nc1cccc(-c2nc3ccc(C)cc3o2)c1	?
62	CC1CCN(CC2CCN(C(=O)NCc3ccc(F)cc3)CC2)CC1	14.5%
63	Cc1ccc(S(=O)(=O)Nc2cc(-c3ccccc3)nn2C)cc1Cl	42.0%
64	CCCCc1nn2c(=O)cc(COC(=O)CNC(=O)COc3ccc(C)cc3)nc2s1	?

Next records.
item	molecule	KDM5B inhibitor
65	COc1ccc(C(=O)Nc2ccccc2)cc1S(=O)(=O)Nc1ccc(Br)cc1	-24.8%
66	O=C(Cn1ccc2c(Br)cccc21)NCCCO	-1.3%
67	OCCNC(=S)Nc1ccc(Br)cc1	-9.9%
68	Cc1cc(C)c(CNC(=O)c2cc(Nc3ccccc3)cc3ncn(C)c23)c(=O)[nH]1	-23.2%[86.2 µM]
69	Cc1ccc(NC(=O)C2CC(=O)Nc3ncnn32)c(C)c1 (centres undefined)	-0.4%&9.9%
70	CC(=O)NC1CC2(CCN(C(=O)CCCNC(=O)OC(C)(C)C)CC2)Oc2ccccc21 (centres undefined)	?
71	COc1cccc(CNc2nc3ccccc3c3nc(-c4cccc(C)c4)nn23)c1	-41.1%
72	FC(F)(F)Oc1ccc(-c2cnc([C@@H]3COCCN3Cc3ccncc3)[nH]2)cc1	?

(list continues)
item	molecule	KDM5B inhibitor
73	CCc1ccc(NC(=O)CSc2nc3c(c(=O)[nH]2)CN(Cc2ccc4c(c2)OCO4)CC3)cc1	?
74	CC(C)CCN1CCC(C2CCN(Cc3cccnc3)CC2)C1 (centres undefined)	?
75	Cc1ccc(CNC(=O)Nc2ccc(F)cc2)n1C	?
76	COCCNc1nc2c(c(=O)n(Cc3cccc(Cl)c3)c(=O)n2C)n1C	29.0%&-2.6%
77	COCCCNC(=O)N1CCCCCCNC(=O)[C@@H]2C[C@@H](c3nc(-c4cccnc4)no3)C[C@@H]21	-11.6%
78	Cc1ccc(C)c(N2CCN(C(=O)C3CCN(c4nnc(-n5c(C)ccc5C)s4)CC3)CC2)c1	?
79	Cc1cccc(NC(=O)c2cc3c(s2)-c2ccccc2S(=O)(=O)C3)n1	?
80	CC(C)N1C(=O)C(CC(=O)N2CCCC2)=C2CCCCC21 (centres undefined)	0.4%

Later entries
item	molecule	KDM5B inhibitor
81	CCc1nc(NCCN(C)C)c(C#N)c2c1CCCC2	-9.9%
82	COCCN(C)C[C@@H]1CN(C(=O)c2sccc2Cl)C[C@@H]1CO	-2.5%
83	CCN1CCN(C(C(=O)O)c2c[nH]c3ccc(NC(=O)c4ccccc4)cc23)CC1 (centres undefined)	-11.9%
84	CCOC(=O)c1cccc(NC(=O)C(C)n2nc(C)c3c(C)n(-c4ccccc4)nc3c2=O)c1 (centres undefined)	-53.9%
85	Cc1nonc1CC(=O)N1CCCC(C(=O)c2ccc(Cl)cc2)C1 (centres undefined)	9.6%
86	CC(NC(=O)c1cc(=O)c2ccccc2o1)c1ccc(-c2ccccc2)cc1 (centres undefined)	-8.9%
87	CCCCCCCCc1ccc(-c2ccc(CC)cc2)nc1	22.8%
88	COc1cc(OC)c(C2CC(=O)Oc3n[nH]c(-c4ccccc4)c32)cc1OC (centres undefined)	?

Next section:
item	molecule	KDM5B inhibitor
89	CC(C)C1CN(C(=O)c2nccn2C)CCC(=O)N1Cc1ccc(F)cc1 (centres undefined)	-8.5%
90	O=C(Nc1ccc2c(N3CCCC3)ncnc2c1)c1cccc(F)c1	-11.1%
91	CC(=O)c1cccc(NC(=O)O[C@@H]2CO[C@H]3[C@@H]2OC[C@@H]3Nc2nccc(-c3cccc(F)c3)n2)c1	?
92	O=c1oc2ccc(Br)cc2cc1S(=O)(=O)N1CCCCC1	19.7%
93	CCc1cccc(NC(=O)Cn2nc3c4cc(F)ccc4n(Cc4cccc(C)c4)cc-3c2=O)c1	10.3%
94	CCCC(C)N1CC2(CCN(C(=O)c3cc(Cl)ccc3C)CC2)OC1=O (centres undefined)	16.9%
95	N#Cc1ccc(CN2CCC3(CC2)CN(c2ccncn2)CC3CO)cc1 (centres undefined)	-11.9%
96	CCN(CC)CC(=O)Nn1c(C)nc2c(ncn2-c2ccccc2)c1=O	12.8%

The listing continues:
item	molecule	KDM5B inhibitor
97	COc1ccc(-c2nc(C(=O)NC3CC3)n3ccccc23)cc1	31.6µM*
98	Cc1ccc2ncc3c(-c4ccccc4)nn(CC(=O)NC4CCCCC4)c3c2c1	?
99	COc1ccc(/C(O)=C2\C(=O)C(=O)N(Cc3ccco3)C2c2cccnc2)cc1F (centres undefined)	-25.2%
100	NC(=O)CSc1ncnc2cc(-c3ccc(Cl)cc3)sc12	-3.8%
101	CCOC(=O)c1oc2ccccc2c1COC(=O)CNC(=O)c1cccc(C)c1	-14.6%
102	Cc1ccc(C2CCCN2C(=O)Nc2ccc(F)c(Cl)c2)cc1 (centres undefined)	5.4%
103	COc1ccc(C2=C(C)C(=O)N(Cc3ccc(C(=O)NC(C)c4ccccc4)cc3)S2(=O)=O)cc1 (centres undefined)	?
104	Cc1nc2c3ccccc3nc(NNC(=O)CCC(=O)N3CCN(c4cccc(Cl)c4)CC3)n2n1	5.5%

Other structures.
item	molecule	KDM5B inhibitor
105	Cc1cc(C)cc(-n2cnc3cc(C(=O)NC4CCCCCC4)ccc32)c1	-20.5%
106	CCOc1ccccc1CN1CCC2(CCN(C(=O)c3cccc(OC)c3)CC2)Oc2ccccc21	?
107	CCCNC(=O)N(CC)Cc1nc(-c2ccc(C)cc2)no1	-10.1%
108	CCOC(=O)c1sc2nc(CC(=O)OC)nc(Nc3ccc(C(F)(F)F)cc3)c2c1C	24.0%
109	COc1ccc(C(=O)C2CC(=O)Nc3c2c(C)nn3-c2ccc(C)c(C)c2)cc1 (centres undefined)	-12.4%
110	O=C(C1CCCC1)N1CC2(CCCN(Cc3ccc(Cl)cc3)C2)Cc2ccccc21 (centres undefined)	3.7%[115 µM]
111	O=C1NCCN2CC3(CCN(S(=O)(=O)c4cccc(F)c4)CC3)CC12 (centres undefined)	?
112	Cn1c(=O)c2[nH]c(-c3ccc(Cl)cc3Cl)nc2n(C)c1=O	-11.6%

New compounds follow.
item	molecule	KDM5B inhibitor
113	CCN(CC)Cc1ccc(CNC(=O)CCC2CCCC2)cc1	-3.2%
114	COc1cccc(CN2CCC(Oc3ccccc3-c3nc(-c4ccncc4)no3)C2)c1 (centres undefined)	-23.1%
115	O=C(CC1C(=O)NCCN1CC(c1ccccc1)c1ccccc1)NCc1ccon1 (centres undefined)	?
116	CCn1cc(CCCC(=O)NCc2cccc(OC)c2)c2ccccc21	-1.9%

Screening results (PubChem)
